From PubChem
CXXC DNA block = qHTS Fluorescence Polarization Assay for Inhibitors of MLL CXXC domain - DNA interaction | Potency, µM (doses to about 115 µM), inactives show at the highest dose activity change, negative = inhibition, usual class: inhibitors | AID 2662, 2010 | MLL-CXXC / FITC-HOXA9 DNA fluorescence polarization | 290,000 tested, 0.037% active; active means well fitted inhibition curve with a large enough effect in the polarisation, with a control signal flat, not every such curve was filed as active; inconclusive means small, poorly fitted or top-dose-only effect, or effect the other way, or a change in a side signal; inactive means no such curve, though single readings can be large or run the other way; the % refers to the polarisation
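Fluorescence polarization: 7 uM MLL-CXXC (stock) preincubated 5 min with compounds, then 50 nM fluorescein-HOX-A9 DNA (stock) added; 30 min ambient. Buffer 50 mM Tris-HCl pH 7.5, 50 mM NaCl, 1 mM DTT, 0.05% BSA.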
Gal4-VP16 FLuc = VP16 counterscreen qHTS for inhibitors of ROR gamma transcriptional activity | AID 2546, 2010 | Potency, µM (series often up to 53.6 µM), for inactives: at the top dose activity, negative = inhibition, actives largely listed as inhibitors | 310,000 tested, 3.5% active | Drosophila S2 Gal4-VP16 UAS-luciferase, luminescence, 20 h;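 further: Gal4-VP16 expression switched on by copper sulfate through the metallothionein promoter; on the % scale 0 is the no-effect control and ±100 the full control effect; nearly all actives have a fitted effect of over 50% in size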
ELG1 genotoxic = qHTS screen for small molecules that induce genotoxicity in human embryonic kidney (HEK293T) cells expressing luciferase-tagged ELG1 | HEK293T ELG1-luciferase reporter, luminescence, 16 h | Potency, µM (top dose mostly 46 µM), for inactives: at the top dose activity change, positive = activation, actives largely listed as activators | AID 504466, 2011 | 330,000 tested, 1.3% active; further: % of control where 0% means no effect; nearly all actives have a fitted effect of over 60% in size
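HEK293T cells expressing luciferase-tagged ELG1 were exposed to compound or DMSO vehicle for 16 hr at 37 °C and 5% CO2. Luciferase activity was then measured with ONE-Glo after 30 min at room temperature.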
BRCA1 expr act = qHTS Assay to Identify Small Molecule Activators of BRCA1 Expression; MCF7-BRCA1-FFLuc reporter, luminescence, 48 h; response scale: scaled: vehicle 0%, 10 µM genistein 100%; Potency, µM (highest dose often 46.1 µM), for inactives: at the highest dose activation, hits mostly activators; 380,000 tested, 1.1% active; further: nearly all actives have a fitted effect of over 80% in size; some results filed as inactive show a strong effect at the top dose
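First, MCF7-BRCA1-FFLuc cells (2000/well) attach for 2 h; next, compounds are pin-added and incubated 48 h at 37 °C; finally, luciferase reagent is added and luminescence read after 15 min.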
Rab9 prom act = qHTS Assay for Rab9 Promoter Activators; Huh7 Rab9 promoter-luciferase reporter, luminescence, 24 h; Potency, µM (top dose mostly 9.22 µM), for the others: top-dose activation, negative = inhibition, most hits filed as activators; 320,000 tested, 2.8% active; AID 485297, 2010; further: % of control where 0% means no effect; nearly all actives have a fitted effect of over 60% in size
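Huh7 cells stably carrying a Rab9 promoter-luciferase reporter, 1500 cells per well in OP-MEM I with 10% FBS, treated with compound 24 hours at 37C. Luciferase activity read by luminescence after 10 minutes with Amplite reagent.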
uPA generation = qHTS for Inhibitors of Cell Surface uPA Generation; cell surface uPA generation assay, qHTS; Potency, µM (highest dose often 38.3 µM), for the others: top-dose activity change, negative = inhibition, hits mostly inhibitors; 330,000 tested, 0.31% active; active means well fitted inhibition curve with a large enough effect; inconclusive means small, poorly fitted or top-dose-only effect; inactive means no such curve, though single readings can be large or run the other way; tested in mouse RAW 264.7 cells; further: on the % scale 0 is the no-effect control and ±100 the full control effect; nearly all actives have a fitted effect of over 55% in size
p53 reactivation = qHTS assay for re-activators of p53 using a Luc reporter | Potency, µM (highest dose often 92.2 µM), inactives show at the top dose activity change, positive = activation, usual class: activators | H1299 p53-A138V BP100-luciferase reporter, luminescence, 24 h | 320,000 tested, 0.063% active; further: % of control where 0% means no effect; nearly all actives have a fitted effect of over 45% in size
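p53-null H1299 cells stably carrying temperature-sensitive p53-A138V and a BP100-luciferase reporter were pinned with compounds (4-point, 1:5 series) and held 24 hrs at 37 deg C. Luminescence was read 10 min after detection reagent.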
FLuc counter = qHTS profiling assay for firefly luciferase inhibitor/activator using purifed enzyme and Km concentrations of substrates (counterscreen for miR-21 project) | Luciferin 4-monooxygenase (Photinus pyralis), P08659 | purified FLuc, Km substrates, luminescence inhibition | Potency, µM (series often up to 57.5 µM), for inactives: at the highest dose activity change, negative = inhibition, usual class: inhibitors | 360,000 tested, 6.9% active | AID 588342, 2011;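 further: plate controls were vehicle for no effect and reference inhibitor for full effect; nearly all actives have a fitted effect of over 55% in size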
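Purified P. pyralis luciferase, 10 nM final, with Km-level 10 uM D-luciferin and 10 uM ATP in 50 mM Tris acetate pH 7.5, 10 mM Mg acetate, 0.01% Tween-20, 0.05% BSA; 6-point qHTS titration about 60 µM downward; luminescence read.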
MBNL1 CUG block = qHTS Assay for Inhibitors of MBNL1-poly(CUG) RNA binding. TR-FRET MBNL1-His/biotin-(CUG)12 binding, 665/545 ratio. AID 2675, 2010. Potency, µM (highest dose often 57.5 µM), inactives show top-dose activity change, negative = inhibition, most hits filed as inhibitors. Muscleblind-like protein 1 (Homo sapiens), Q9NR56. 280,000 tested, 0.036% active; active means well fitted inhibition curve with a large enough effect in the signal ratio, with a control signal flat, not every such curve was filed as active; inconclusive means small, poorly fitted or top-dose-only effect, or effect the other way, or a change in a side signal; inactive means no such curve, though single readings can be large or run the other way; the % refers to the signal ratio; further: on the % scale 0 is the no-effect control and ±100 the full control effect
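Compounds (final 92 nM to 58 uM) are added to His-tagged MBNL1 and biotin-(CUG)12, then terbium anti-His antibody and streptavidin-XL665 (5 nM final). After 60 min at room temperature, the 665/545 nm ratio is read.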
RORg inh = qHTS for inhibitors of ROR gamma transcriptional activity. 310,000 tested, 5.4% active. Potency, µM (highest dose often 53.6 µM), inactives show at the top dose activity change, negative = inhibition, most hits filed as inhibitors. Drosophila S2 Gal4-RORgamma UAS-luciferase reporter, 20 h. Nuclear receptor ROR-gamma (Mus musculus), P51450; further: on the % scale 0 is the no-effect control and ±100 the full control effect; nearly all actives have a fitted effect of over 60% in size
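Schneider cells (Drosophila), stable Gal4 DBD–ROR gamma + UAS-luc; 1 hr cmpd preincubation; Cu2+ induction 700 uM final; 20 hr ambient; luminescence.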
NPC1 promoter act = qHTS Assay for NPC1 Promoter Activators; 320,000 tested, 2.4% active; Potency, µM (doses to about 9.22 µM), for the others: at the highest dose activation, actives largely listed as activators; AID 485313, 2010; Huh7 NPC1 promoter luciferase reporter, 24 h;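 further: % of control where 0% means no effect; nearly all actives have a fitted effect of over 60% in size; reporter is driven by a mutant NPC1 promoter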
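Huh7 cells stably carrying NPC1 promoter–luciferase, plated in Opti-MEM with 10% FBS for 2 h, were exposed to compound in DMSO for 24 h at 37 °C; luciferase reagent was added for 10 min and luminescence read.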
* = called active by the depositor; ? = inconclusive; · = no result given; [ ] = another dose, or the depositor's remark. Unless noted, the call rests on the fitted dose curve; in most records, active means well fitted curve in the direction sought with a large enough effect; inconclusive means small, poorly fitted or top-dose-only effect, or another doubt; inactive means no such curve, though single readings can be large; an effect the other way counts as inactive or inconclusive. Potency means the concentration at half of the fitted maximal effect. Not all compounds are listed; count on the stated rates, not on these rows.

Each structure is followed by: Rab9 prom act	uPA generation	p53 reactivation	NPC1 promoter act	BRCA1 expr act	MBNL1 CUG block	FLuc counter	ELG1 genotoxic	RORg inh	CXXC DNA block	Gal4-VP16 FLuc
CCOC(=O)N1CCN(C(=O)c2ccc3c(=O)n(CCc4ccccc4)c(=O)[nH]c3c2)CC1
  -4%	6%	-2%	-1%	-34%	-8%	2%	-6%	37%	0%	-8%
CN(C)C(=O)c1ccc(OCC(F)(F)F)nc1
  0%	2%	-3%	-3%	-2%	-10%	-2%	2%	-6%	-13%	-11%
COc1ccc(Oc2nnc(C)c3ccccc23)cc1
  4µM*	-3%	29%	2.5µM*	34%	-2%	12µM*	?	?	5%	10%
CCOC(=O)c1cccc(NC(=O)CSc2nc(N)cc(N)n2)c1
  -3%	1%	-5%	-5%	0%	-14%	-11%	0%	17%	0%	5%
CSc1cccc(NC(=O)C2CCCN(S(=O)(=O)c3ccc(F)cc3)C2)c1 (stereo not given)
  -1%	-3%	-7%	1%	-18%	?	4%	-26%	37%	12%	3%[0.365 µM]
O=C(COC(=O)c1cc(S(=O)(=O)Nc2ccccc2Cl)ccc1O)Nc1nc2ccccc2s1
  ?	3%	6%	6%	27%	·	21µM*	4%	89%	-8%	13%
COc1ccc(-c2noc(CSc3nnc(Cc4ccccc4)n3-c3ccc(Cl)cc3)n2)cc1
  7%	·	-2%	-3%	-39%	-11%	4%	-12%	-29%	19%	1%
O=C(CSc1nc2ccccc2nc1N1CCCC1)Nc1ccc(Cl)cc1
  -2%	-4%	5%	-4%	8%	0%	3%	4%	-41%	·	-7%
COc1ccc(C=O)cc1COc1ccc(C)cc1[N+](=O)[O-]
  0%	-6%	5%	-1%	-51%	-24%	?	-3%	6%	3%	0%
Nc1ccc(S(=O)(=O)NC2(C(F)(F)F)NC(=O)N(Cc3ccccc3)C2=O)cc1 (stereo not given)
  2%	5%	0%	0%	-11%	-9%	0%	-2%	1%	5%	-4%
O=C1CN(C(=O)COC(=O)CNC(=O)c2ccccc2)c2ccccc2N1
  -3%	14%	-2%	-1%	1%	-14%	3%	-2%	-16%	-3%	-1%
CSCCC(C)N1CCC(Oc2ccc(C(=O)N3CCCC3)cc2)CC1 (stereo not given)
  4%	-18%	5%	4%	-20%	-10%	-2%	7%	-18%	1%	-8%
COc1ccc(OC/C(O)=C(\C#N)c2nc3ccccc3[nH]2)cc1
  -10%	-11%	3%	1%	7%	-1%	0%	12%	-36%	18%	-2%
Cc1cc(C)n2nc(C(=O)OCC(=O)Nc3ccc(F)cc3F)nc2n1
  3%	4%	0%	0%	-11%	·	-1%	-1%	·	·	·
O=C(c1cc(COc2c(F)cccc2F)on1)N1CCSCC1
  3.2µM*	2%	11%	?	31%	-11%	19µM*	?	?	-4%	21%
FC(F)(F)c1cccc(NC(=S)NCc2ccc(Cl)cc2)c1
  1%	-2%	-1%	-6%	-82%[inhibitor]	-8%	-2%	-17%	8.9µM*	0%	?
CCOC(=O)c1c(NC(=O)CSc2nnc(-c3cccnc3)o2)sc2c1CCC2
  1%	-1%	3%	-3%	0%	-2%	1%	3%	28%	6%	2%
Cc1ccsc1C(=O)N/N=C/c1ccc([N+](=O)[O-])cc1
  3.5µM*	-10%	?	4µM*	?	?	?	?	6%	-1%	5%
COCCNC(=O)C(c1cccnc1)N(Cc1ccccc1)C(=O)Cn1nnc2ccccc21 (stereo not given)
  ?	-27%	7%	18%	69%	1%	?	?	23%	7%	-4%
COc1ccccc1C(=O)NCC(=O)NCCC(c1ccccc1)c1ccccc1
  -6%	0%	1%	-2%	-22%	·	7%	-2%	·	·	·
COc1ccc(CN2CCN(C3CCOCC3)CC2CCO)c(C)c1C (stereo not given)
  -16%	0%	3%	-4%	0%	-8%	-1%	0%	-18%	-4%	2%
CN(CC(=O)Nc1ccccc1F)Cc1cccs1
  4%	·	2%	2%	-1%	-1%	-1%	1%	4%	-10%	?
Cc1nc(SCC(N)=O)c(C#N)c(C)c1C
  -4%	-1%	-3%	-1%	22%	-4%	-2%	-2%	14%	4%	-1%
Cc1ccc(NC(=O)COc2cccnc2[N+](=O)[O-])cc1S(=O)(=O)N1CCOCC1
  -5%	-2%	-2%	-3%	1%	?	-4%	5%	32%	3%	-7%[10 µM]
Cc1cccc(-c2ncc(CN3CCN(CCC(C)C)C(CCO)C3)cn2)c1 (stereo not given)
  -6%	-1%	2%	8%	3%	-14%	-5%	-3%	-7%	2%	23%
Oc1ccccc1Cn1c(-c2ccccc2O)nc2ccccc21
  ·	3%	·	·	4%	-8%	-1%	·	?	-2%	?
Cc1c(NC(=O)c2cc3nc(-c4ccccc4)cc(C)n3n2)c(=O)n(-c2ccccc2)n1C
  1%	13%	-4%	-1%	-1%	?	3%	2%	-26%	-3%	-3%
CC(CCc1ccco1)NC(=O)Cn1nc(Cc2ccncc2)c2ccccc2c1=O (stereo not given)
  -7%	-21%	-7%	-2%	-34%	2%	7%	-2%	3%	4%	4%
Cc1ccc(OCc2ccoc2C(=O)O)cc1C
  -3%	-10%	10%	0%	39%	-2%	19µM*	5%	-11%	-7%	1%
Cc1c(-n2c(SCC(=O)NC(C)C)nc3ccccc3c2=O)c(=O)n(-c2ccccc2)n1C
  -4%	1%	-3%	-4%	-2%	-4%	-1%	-1%	-11%	6%	-3%
COc1ccc(NC(=O)CNc2cccc(C#N)c2)cc1Cl
  -4%	0%	1%	-4%	52%	0%	-19%	4%	12%	2%	9%
COc1ccc(CSCC(=O)Nc2ccccc2)cc1[N+](=O)[O-]
  -2%	-1%	1%	-2%	-42%	?	-1%	1%	?	25%	7%
COc1ccccc1Nc1nnc(SCC(=O)Nc2nc(-c3ccc(F)cc3)cs2)s1
  1%	-20%	2%	-2%	-34%	-1%	-2%	?	?	12%	-17%
Cc1ccc(S(=O)(=O)NNC(=O)NC23CC4CC(CC(C4)C2)C3)cc1
  3%	3%	-7%	-4%	-5%	·	-6%	-1%	-7%	3%	2%
CCCCNc1c(NC(C)=O)c(=O)oc2ccccc12
  6%	0%	-2%	-2%	0%	-15%	-1%	0%	4%	3%	-4%
CC(=O)N1CCN(c2ccc(NCc3ccc4c(c3)OCO4)cc2)CC1
  0%	-4%	-18%	4%	-7%	?	-4%	-9%	28%	13%	-6%
O=[N+]([O-])c1ccc(NC(=S)NCCc2ccc(Cl)cc2)cc1
  -5%	-11%	1%	-4%	-81%[inhibitor]	10%	1%	-6%	0.63µM*	-3%	3.5µM*
COC(=O)CSc1nc2nc(C)cc(C)n2n1
  -1%	-4%	7%	-2%	12%	5%	3%	-9%	11%	-2%	-9%
CNc1ccc(Br)cc(C(=O)/C=C/c2cccc(Cl)c2Cl)c1=O
  -55%[inhibitor]	?	10%	-16%	-86%	10%	-17%	12%	0%	-8%	-2%
COc1cc2c(cc1OC)CN(S(=O)(=O)c1cccs1)CC2
  2%	-1%	-6%	-5%	-14%	1%[11.5 µM]	1%	2%	11%	4%	-4%
COc1ccc(-c2c(C#Cc3ccsc3)c3cc(-c4ccc(OC)nc4)ccc3n2C)cc1
  -2%	3%	7%	-1%	-5%	·	4%	2%	·	·	·
CCN1C(=S)SC(=O)C1=C1C=C(C)N(CCO)C(C)=C1
  1.4µM*	0%	44%	1.3µM*	?	?	7.6µM*	5.2µM*	-7%	125%[activator]	-11%
NC(=O)C1CCN(C(=O)CSc2nc3ccccc3s2)CC1
  -1%	-8%	9%	11%	48%	-5%	-4%	11%	-16%	7%	13%
Cc1ccc2occ(C3N[C@H](C(=O)O)CS3)c(=O)c2c1 (stereo not given in full)
  -3%	9%	1%	-1%	-11%	5%	-1%	2%	-32%	5%	-3%
